HKDC1 inhibitor = HKDC1 (human) hexokinase inhibition. Q2TB90. inhibition, % at 20 µM. hit rate 0.16% among 340,000. recombinant HKDC1, G6PDH/diaphorase resazurin coupled fluorescence;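 active = inhibition above about 35% when tested at 20 µM, limit read from the data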;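 note: plate controls were DMSO wells with enzyme for no effect and DMSO wells lacking enzyme for full effect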
Target sequence (Q2TB90 whole entry, looked up): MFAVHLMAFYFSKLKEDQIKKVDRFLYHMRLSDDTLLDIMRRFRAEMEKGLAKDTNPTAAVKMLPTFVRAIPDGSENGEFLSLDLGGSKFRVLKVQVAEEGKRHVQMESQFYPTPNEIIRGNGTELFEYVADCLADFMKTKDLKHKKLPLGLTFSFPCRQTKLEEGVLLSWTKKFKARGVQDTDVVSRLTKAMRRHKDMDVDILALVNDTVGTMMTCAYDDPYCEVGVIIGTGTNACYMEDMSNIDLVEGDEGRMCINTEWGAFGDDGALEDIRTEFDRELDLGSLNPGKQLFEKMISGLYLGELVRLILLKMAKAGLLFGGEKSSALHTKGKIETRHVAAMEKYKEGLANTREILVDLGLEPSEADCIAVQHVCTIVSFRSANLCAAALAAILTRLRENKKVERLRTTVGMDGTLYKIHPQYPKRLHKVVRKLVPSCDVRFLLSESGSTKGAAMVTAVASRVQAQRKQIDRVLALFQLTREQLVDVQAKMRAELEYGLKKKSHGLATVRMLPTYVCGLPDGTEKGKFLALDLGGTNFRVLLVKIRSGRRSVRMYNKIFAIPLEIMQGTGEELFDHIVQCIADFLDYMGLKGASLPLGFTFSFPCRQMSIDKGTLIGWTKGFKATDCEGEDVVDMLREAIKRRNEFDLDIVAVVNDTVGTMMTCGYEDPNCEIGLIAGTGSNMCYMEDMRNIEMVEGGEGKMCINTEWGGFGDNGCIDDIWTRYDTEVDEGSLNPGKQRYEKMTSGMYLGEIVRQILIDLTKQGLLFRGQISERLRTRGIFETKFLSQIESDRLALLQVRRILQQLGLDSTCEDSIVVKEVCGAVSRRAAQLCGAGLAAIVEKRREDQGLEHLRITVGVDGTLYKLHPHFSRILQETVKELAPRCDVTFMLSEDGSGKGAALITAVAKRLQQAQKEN
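Test system: Recombinant HKDC1 (HK5) hexokinase enzyme, produced in-house | Input: HKDC1 at 5 µg/mL | Buffer or medium: Tris pH 8.0 buffer with MgCl2, Tween-20, BSA, BME | Schedule: 90 min reaction incubation at room temperature, dark | Technique: Resazurin-to-resorufin fluorescence via G6PDH and diaphorase coupling, 525/613 nm | Controls: DMSO wells with and without enzyme mix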
ATG4B inhibitor = ATG4B (human) cysteine protease inhibition. ATG4B cleavage of LC3-PLA2, NBD-HPC fluorescence, 1 h. Q9Y4P1. inhibition, % at 8.33 µM. hit rate 0.51% among 340,000; in the data active = inhibition above about 40%
hIAP block = blocks human intestinal alkaline phosphatase; purified IAP, CDP-Star luminescence, 30 min; P09923; inhibition, % at 10 µM; hit rate 0.12% among 330,000;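 active = inhibition reaching a set limit with compound at 10 µM in the primary screen, cut at about 35% in these data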;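 note: plate controls were DMSO wells with enzyme for no effect and no-enzyme buffer wells for full effect; values of inactives mirror those of a sister screen read the other way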
mIAP activ = mouse IAP activation; muIAP, CDP-Star luminescence, 30 min; active compounds read high; 1 = vehicle-only enzyme signal, 0 = enzyme-free wells; activation factor at 10 µM; hit rate 0.24% among 330,000; AID 2805;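 active = activation factor of at least 2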; note: the source names both 10 and 20 µM as test concentration; values of inactives mirror those of a sister screen read the other way
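Assay system: mouse IAP enzyme; reagent: chemiluminescent substrate CDP-Star; dosing: test compounds delivered from DMSO solution; schedule: 30 min at room temperature; measured by: luminescence from enzymatic CDP-Star hydrolysis; controls: DMSO-only wells and no-enzyme negative control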
A3A deaminase = blocks human APOBEC3A ssDNA deamination | hit rate 0.41% among 330,000 | recombinant A3A, FAM/TAMRA ssDNA deamination fluorescence | inhibition, % at 20 µM;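 active = at least 40% inhibition at 20 µM here, with at most 30% in a related deaminase screen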;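 note: plate controls were A3A with DMSO for no effect and wells lacking A3A enzyme for full effect; some results filed as inactive read as strong as hits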
PfG6PD inh = PfG6PD (Plasmodium falciparum) enzyme inhibition; hit rate 0.78% among 350,000; PfGluPho enzyme, NADPH resazurin-diaphorase fluorescence; AID 504690; inhibition, % at 20 µM;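 active = inhibition reaching at least a set limit at 20 µM in the primary screen, cut at about 59% in these data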;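 note: 0% = DMSO wells with substrate and 100% = DMSO wells lacking glucose-6-phosphate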
hIAP activ = human IAP activation; P09923; purified human IAP, CDP-Star luminescence, 30 min; active compounds read high; 1 = vehicle-only enzyme, 0 = enzyme-free background; activation factor at 10 µM; hit rate 0.16% among 330,000; AID 2524;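 active = activation factor of the enzyme at least 2-fold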; note: the source names both 10 and 20 µM as test concentration; values of inactives mirror those of a sister screen read the other way
mIAP block = mouse IAP inhibition; purified mouse IAP, CDP-Star luminescence, 30 min; inhibition, % at 10 µM; hit rate 0.2% among 330,000;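 active = inhibition of at least 40% at 10 µM in the primary screen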;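 note: plate controls were DMSO with enzyme for no effect and no enzyme wells for full effect; values of inactives mirror those of a sister screen read the other way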
Active calls of the source: *.

SMILES | HKDC1 inhibitor | ATG4B inhibitor | hIAP block | mIAP activ | A3A deaminase | PfG6PD inh | hIAP activ | mIAP block
COC(=O)c1cc(Br)c(=O)n(-c2ccc(OC)cc2)c1 | 5 | 7 | -2 | 0.87 | -3 | 7 | 1 | 13
CNc1c(NC(=O)c2ccc3c(c2)OCO3)c(=O)oc2ccccc12 | 1 | 5 | -23 | 1.1 | -2 | -17 | 1.2 | -6
Cc1c(NC(=S)Nc2ccccc2C(F)(F)F)cccc1[N+](=O)[O-] | -9 | 27 | -4 | 0.9 | 2 | -4 | 1 | 10
CCOc1cc(C)c(Cl)cc1S(=O)(=O)NCCOC | -5 | -4 | 4 | 0.95 | 2 | -7 | 0.96 | 5
Cc1ccccc1NC(=O)CSc1nnc(Cc2ccccc2)o1 | -2 | 0 | -13 | 1 | 4 | 20 | 1.1 | -1
CCN(CC)CCN(C(=O)c1ccc(S(=O)(=O)N2CCCCC2)cc1)c1nc2cc3c(cc2s1)OCO3 | -1 | -9 | 2 | 0.94 | -3 | 4 | 0.98 | 6
NNC(=O)c1cc2c(N3CCC(Cc4ccccc4)CC3)ncnc2s1 | 5 | -6 | -3 | 1.1 | -5 | 13 | 1 | -14
Cc1ccc(S(=O)(=O)N(C)CC(=O)NNC(=O)CCS(=O)(=O)c2ccccc2)cc1 | 4 | 8 | 5 | 1 | -2 | -13 | 0.95 | -3
CCOC(=O)c1sc(NC(=O)CCC(=O)O)nc1C | 15 | -6 | -4 | 0.95 | -1 | -7 | 1 | 5
CCc1ccc(N(CC(=O)NCc2ccc3c(c2)OCO3)C(=O)c2csnn2)cc1 | 4 | 3 | 7 | 0.96 | -4 | -5 | 0.93 | 4
COc1ccc(C2C(C(C)=O)=C(O)C(=O)N2c2ccc(Br)cn2)cc1 (stereo not given) | -3 | -8 | -34 | 0.99 | -5 | -8 | 1.3 | 1
CCOC(=O)Cc1csc(NC(=O)CSc2nnc(-c3cccnc3)n2Cc2ccco2)n1 | 4 | -8 | -11 | 0.99 | 3 | -7 | 1.1 | 1
Cc1csc(C(=O)O)c1-n1cccc1 | 4 | 11 | -15 | 0.97 | 28 | 3 | 1.2 | 3
COc1ccc(-c2c3c(=O)n(C)c(=O)n(C)c3cn2C2CCCCC2)cc1 | 16 | -2 | -21 | 1.1 | -3 | 4 | 1.2 | -6
CCN(CC)C(=O)CN(c1cc2c(cc1OC)oc1ccccc12)S(=O)(=O)c1ccc(C)cc1 | -4 | -2 | -3 | 1 | 4 | -1 | 1 | -1
Cc1cc(C=O)c(C)n1-c1cc(C(F)(F)F)ccc1N1CCOCC1 | -7 | -9 | 10 | 1.1 | 1 | 19 | 0.9 | -6
NC(=O)NC(Cc1ccccc1)C(=O)Nc1ccc(S(N)(=O)=O)cc1 (stereo not given) | 2 | -11 | -19 | 0.97 | -3 | -1 | 1.2 | 3
O=C(CCS(=O)(=O)c1ccc(Cl)cc1)NCCC1=CCCCC1 | 3 | -5 | -8 | 0.99 | -2 | 6 | 1.1 | 1
O=C(/C=C/c1ccccc1Cl)NCCc1ccccc1 | -8 | 7 | -7 | 0.94 | -4 | 8 | 1.1 | 6
O=C(CN1CCN(S(=O)(=O)c2ccccc2F)CC1)Nc1ccccc1C(=O)c1ccccc1 | 6 | -3 | 11 | 0.88 | -1 | -8 | 0.89 | 12
N#Cc1cnn(-c2ccccc2)c1N | -21 | 2 | 3 | 1 | 1 | 18 | 0.97 | 0
CCOc1ccccc1NC(C)C(=O)NC(=O)NC1CCCCC1 (stereo not given) | 1 | 0 | 5 | 1 | -1 | 2 | 0.95 | -4
c1ccc(SCCN2CCc3ccccc3C2)cc1 | 0 | 4 | 10 | 0.95 | -1 | -2 | 0.9 | 5
COCCn1c(-c2ccc(-c3ccc([N+](=O)[O-])cc3Br)o2)nc2c1c(=O)[nH]c(=O)n2CC(C)C | 10 | 0 | 4 | 0.82 | 23 | 28 | 0.96 | 18
CCOc1ccc(CCNC(=O)CCC(=O)N2CCSc3ccccc32)cc1OCC | 1 | 0 | 12 | 1 | -1 | -10 | 0.88 | -2
CC1CCN(S(=O)(=O)c2cccc3cccnc23)CC1 | 3 | -4 | 4 | 0.99 | -2 | 31 | 0.96 | 1
COC(=O)c1ccccc1NC(=O)CN(C)S(=O)(=O)c1cc(C)ccc1OC | -7 | -6 | -14 | 1.1 | 1 | 28 | 1.1 | -8
CCN1C(=O)CSc2ccc(C(=O)NC3CCCCC3)cc21 | -8 | -9 | 9 | 1 | 0 | 3 | 0.91 | -1
COC(=O)c1ccc(NC(=O)c2cc[n+]([O-])cc2)cc1 | 5 | 3 | 7 | 1 | -5 | -17 | 0.93 | -4
Cc1ccc(S(=O)(=O)N2CCCC2CNC(=O)c2ccc(F)c(F)c2)cc1 (stereo not given) | 1 | -1 | -4 | 0.99 | -4 | 0 | 1 | 0
CC(C1CCN(Cc2nc(C3CC3)no2)CC1)N1CCOCC1 (stereo not given) | -3 | -3 | -10 | 0.99 | -1 | -12 | 1.1 | 1
O=C(c1cccc(C(F)(F)F)c1)C1CCCN(Cc2cccc(OCCO)c2)C1 (stereo not given) | 14 | -3 | 0 | 0.9 | -4 | -10 | 1 | 10
O=Cc1c(N2CCOCC2)nc2ccccn2c1=O | -8 | 7 | -7 | 1 | 1 | -15 | 1.1 | 0
C=CCn1c(Oc2ccccc2F)nc2c1c(=O)n(C)c(=O)n2C | -9 | -2 | -11 | 1 | 3 | -10 | 1.1 | -2
CC(C)(C)OC(=O)N[C@@H](CCCCNC(=O)OCc1ccccc1)c1nnc([C@H](CCCCNC(=O)OCc2ccccc2)NC(=O)OC(C)(C)C)o1 | 0 | -2 | -5 | 1.1 | -1 | 14 | 1.1 | -10
CSc1nnnn1-c1c(C)cc(C)cc1C | -1 | 1 | -16 | 1 | 4 | -2 | 1.2 | -3
COc1ccc(CNC(=O)c2ccc(N3CCC4(CC3)CC(c3ccc(Cl)cc3)=NO4)c([N+](=O)[O-])c2)cc1 | 2 | 5 | 20 | 0.92 | 3 | 0 | 0.8 | 8
Cc1ccc2nc(NC(=O)c3ccccn3)sc2c1 | 15 | -4 | -48 | 0.96 | -5 | 15 | 1.5 | 4
CC(C)CNS(=O)(=O)c1ccc(OCC(=O)NCC2CCCO2)c(Cl)c1 (stereo not given) | -2 | 1 | -3 | 0.94 | -2 | -16 | 1 | 6
CCN(CC(=O)Nc1ccccc1C(F)(F)F)C(=O)c1cc(-c2cccs2)nn1-c1ccccc1 | -3 | 7 | -13 | 1 | 17 | -6 | 1.1 | -4
Cc1c(Cl)cccc1NC(=O)CCCN1C(=O)c2cccnc2C1=O | 0 | -4 | -6 | 0.93 | 3 | -1 | 1.1 | 8
CC(C)c1nc2sc3c(=O)n(N)cnc3c2c2c1COC(C)(C)C2 | 28 | 19 | -21 | 1.1 | 1 | 60* | 1.2 | -6
Clc1cccc(-c2csc(Nc3cccnc3)n2)c1 | -2 | -14 | -15 | 1.1 | 5 | 10 | 1.2 | -9
CCOc1ccccc1CNC(=O)Cn1nc(C)c2c(C)n(-c3ccc(C)cc3)nc2c1=O | 3 | 1 | -11 | 0.93 | 1 | -9 | 1.1 | 7
Cc1[nH]n(-c2ccc([N+](=O)[O-])cc2)c(=O)c1C=NCCc1c[nH]c2ccccc12 | -9 | -2 | 4 | 0.94 | -3 | 17 | 0.96 | 6
CC(NC(N)=O)C(=O)Nc1ccc(Cl)c(S(=O)(=O)Nc2ccc(Cl)cc2)c1 (stereo not given) | -6 | -3 | 2 | 0.95 | 0 | -18 | 0.98 | 5
CCOCC(O)CS(=O)(=O)c1ccccn1 (stereo not given) | 0 | -1 | 10 | 1 | -3 | -9 | 0.9 | 0
CCOCCCNC(=O)C(c1ccc(C)cc1)N(Cc1cccs1)C(=O)c1ccccn1 (stereo not given) | -5 | -5 | -5 | 0.74 | 4 | -6 | 1.1 | 26
CC1(C)CC(=O)C=C(c2ccc3ccccc3c2)C1 | -3 | 1 | 3 | 1 | -4 | -14 | 0.97 | -2
O=C(CSc1n[nH]c(-c2ccccc2)n1)c1ccccc1 | 14 | -1 | 16 | 0.97 | 1 | 33 | 0.84 | 3
COc1cc(C=O)ccc1OCCOCCOc1ccccc1Cl | 2 | -6 | 10 | 1.1 | -3 | -8 | 0.9 | -5
Cc1ccc(C)c(NC(=O)c2cccc(Oc3ccc([N+](=O)[O-])cc3Cl)c2)c1 | -7 | -9 | 3 | 0.89 | -1 | 32 | 0.97 | 11
COc1ccccc1OCCCn1c(=O)oc2ccc(C)cc21 | 3 | 1 | 7 | 1.1 | -8 | 8 | 0.93 | -6
Cn1cc(C(=O)C(=O)N2CCc3ccccc32)c2ccccc21 | -12 | 0 | 9 | 1 | 2 | 6 | 0.91 | -2
O=C(NC1CC2CCCC(C1)N2CC(=O)N1CCCc2ccccc21)C1CCCCC1 (stereo not given) | -2 | -14 | -13 | 1.1 | -1 | -1 | 1.1 | -15
CCc1nnc(NC(=O)c2ccc(-c3ccc([N+](=O)[O-])cc3Cl)o2)s1 | -12 | -3 | -2 | 1 | -2 | 14 | 1 | -2
CC(O)(CS(=O)(=O)Cc1cccc(C(F)(F)F)c1)C(=O)Nc1cccc(C(F)(F)F)c1 (stereo not given) | 8 | 7 | 4 | 0.98 | 0 | 19 | 0.96 | 2
N#CCSc1ccccc1NC(=O)COc1ccc(-c2nnco2)cc1 | -2 | -5 | -9 | 0.99 | -2 | 5 | 1.1 | 1
O=C(COC(=O)c1ccc(S(=O)(=O)N2CCCCCC2)cc1)NCc1ccc(F)cc1 | -5 | -6 | -4 | 0.95 | 6 | 4 | 1 | 5
CCc1ccc(S(=O)(=O)/N=C2\C=C(Nc3cccc(C(=O)O)c3)C(=O)c3ccccc32)cc1 | 53* | 4 | 8 | 0.84 | 1 | 61* | 0.93 | 16

Going on with the list:
SMILES | HKDC1 inhibitor | ATG4B inhibitor | hIAP block | mIAP activ | A3A deaminase | PfG6PD inh | hIAP activ | mIAP block
COc1ccccc1C1(CC(=O)Nc2nccs2)CCOC(C(C)C)C1 (stereo not given) | -1 | -10 | -10 | 0.99 | -1 | -4 | 1.1 | 1
CCc1ccc2nc(SCC(=O)N3CC(=O)Nc4ccccc43)c(C#N)cc2c1 | -1 | -22 | -11 | 0.98 | -2 | -1 | 1.1 | 2
O=C(O)C1CC=CCC1C(=O)NCCCN1CCCC1=O (stereo not given) | -6 | 5 | 7 | 1 | 0 | 5 | 0.93 | -1
CC(C)(C)N(Cc1ccccc1)C(=O)COC(=O)[C@@H]1CCCN1C(=O)c1cccs1 | -6 | -1 | -8 | 1 | 0 | -10 | 1.1 | -3
CCc1c(C)nc(N2CCN(Cc3ccccc3)CC2)[nH]c1=O | -4 | -2 | -17 | 1 | 1 | -5 | 1.2 | -3
